MsrA act: activates bovine MsrA enzyme | purified bovine MsrA, absorbance read-out | activation, % at 10.6 µM | 360,000 tested, 0.3% active | AID 602163; in the data active = activation above about 7.5%;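 note: 0% = vehicle and 100% = reference activator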
CendR NRP1 mod: modulators of CendR peptide binding to human neuropilin-1. AID 602438. 360,000 tested, 0.85% active. FAM-RPARPAR peptide binding to NRP-1, fluorescence polarization. O14786. inhibition, % at 25 µM;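 active = inhibition or corrected inhibition above about 18%, plus a signal ratio from 0.5 to 1.5, limit read from the data, passing the limit was not always enough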; note: strong numbers were not always called active
SKN-1 block: C. elegans SKN-1 inhibition; C. elegans VP596 Pgst-4::GFP/RFP ratio, acrylamide-induced, 24 h; inhibition, % at 21.8 µM; 360,000 tested, 0.49% active; AID 624304;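 active = interference check ratio from 0.5 to 1.5 plus GFP to RFP signal ratio inhibition reaching or exceeding a fixed threshold, cut at about 30% in these data, passing the limit was not always enough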; note: some compounds called inactive have numbers as strong as hits
MT1-MMP act inh: blocks activation of human MT1-MMP; 360,000 tested, 0.061% active; AID 651647; GFP/RFP ratio change, % at 20 µM; P50281; HT1080 RFP-PRO-GFP cells, GFP/RFP ratio fluorescence, overnight; percent of plate control window, DMSO zero;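 active = GFP/RFP ratio change of at least 30% with cell ATP level not reduced by more than half and red fluorescence within 50% of control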; note: strong numbers were not always called active
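system = RFP-PRO-GFP reporter HT1080 cells | dosing = 20 µM single dose, 1% DMSO | timing = overnight cell settling, then overnight compound exposure, 37 °C, 5% CO2 | read-out basis = GFP/RFP fluorescence ratio | controls = DMSO and RFP-L50D-GFP cell wells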
MsrA inh: inhibitors of bovine MsrA | purified bovine MsrA, absorbance read-out | inhibition, % at 15.5 µM | 360,000 tested, 0.75% active; in the data active = inhibition above about 4.5%;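 note: 0% = vehicle wells with enzyme and 100% = reference inhibitor wells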
Rin1 Abl inh: human Rin1-Abl interaction inhibition. P00519+Q13671. TR-FRET Rin1/Abl binding, biochemical. inhibition, % at 7.35 µM. 360,000 tested, 0.4% active; in the data active = inhibition above about 5%, passing the limit was not always enough
Target sequence (P00519 whole entry, looked up): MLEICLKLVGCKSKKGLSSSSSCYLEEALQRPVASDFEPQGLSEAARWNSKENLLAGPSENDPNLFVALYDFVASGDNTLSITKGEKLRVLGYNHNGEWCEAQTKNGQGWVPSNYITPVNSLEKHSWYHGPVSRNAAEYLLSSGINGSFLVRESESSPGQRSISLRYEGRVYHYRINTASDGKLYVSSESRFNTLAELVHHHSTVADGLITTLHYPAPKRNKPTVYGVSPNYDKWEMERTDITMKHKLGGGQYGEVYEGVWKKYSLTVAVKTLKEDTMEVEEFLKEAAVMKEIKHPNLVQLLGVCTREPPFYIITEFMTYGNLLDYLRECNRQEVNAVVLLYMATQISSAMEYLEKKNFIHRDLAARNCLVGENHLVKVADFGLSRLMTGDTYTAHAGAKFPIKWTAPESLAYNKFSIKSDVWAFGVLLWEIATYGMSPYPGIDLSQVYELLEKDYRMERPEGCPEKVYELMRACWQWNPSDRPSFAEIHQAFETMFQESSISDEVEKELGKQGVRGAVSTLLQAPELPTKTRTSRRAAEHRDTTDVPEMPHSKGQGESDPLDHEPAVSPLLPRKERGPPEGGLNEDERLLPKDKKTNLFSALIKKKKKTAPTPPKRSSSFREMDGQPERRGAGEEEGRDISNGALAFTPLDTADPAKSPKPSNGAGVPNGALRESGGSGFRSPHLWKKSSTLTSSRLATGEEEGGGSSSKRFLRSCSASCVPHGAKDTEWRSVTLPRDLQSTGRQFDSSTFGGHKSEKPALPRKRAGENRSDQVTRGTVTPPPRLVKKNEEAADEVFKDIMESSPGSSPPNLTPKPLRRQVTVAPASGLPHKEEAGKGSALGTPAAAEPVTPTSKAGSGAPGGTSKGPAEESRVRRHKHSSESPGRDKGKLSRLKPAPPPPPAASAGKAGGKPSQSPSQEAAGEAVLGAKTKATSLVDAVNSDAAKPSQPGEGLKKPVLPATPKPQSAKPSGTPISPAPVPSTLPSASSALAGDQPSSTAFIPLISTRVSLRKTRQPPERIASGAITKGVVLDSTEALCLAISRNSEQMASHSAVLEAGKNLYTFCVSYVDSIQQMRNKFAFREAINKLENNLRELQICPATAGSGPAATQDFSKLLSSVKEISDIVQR
Target sequence (Q13671 whole entry, looked up): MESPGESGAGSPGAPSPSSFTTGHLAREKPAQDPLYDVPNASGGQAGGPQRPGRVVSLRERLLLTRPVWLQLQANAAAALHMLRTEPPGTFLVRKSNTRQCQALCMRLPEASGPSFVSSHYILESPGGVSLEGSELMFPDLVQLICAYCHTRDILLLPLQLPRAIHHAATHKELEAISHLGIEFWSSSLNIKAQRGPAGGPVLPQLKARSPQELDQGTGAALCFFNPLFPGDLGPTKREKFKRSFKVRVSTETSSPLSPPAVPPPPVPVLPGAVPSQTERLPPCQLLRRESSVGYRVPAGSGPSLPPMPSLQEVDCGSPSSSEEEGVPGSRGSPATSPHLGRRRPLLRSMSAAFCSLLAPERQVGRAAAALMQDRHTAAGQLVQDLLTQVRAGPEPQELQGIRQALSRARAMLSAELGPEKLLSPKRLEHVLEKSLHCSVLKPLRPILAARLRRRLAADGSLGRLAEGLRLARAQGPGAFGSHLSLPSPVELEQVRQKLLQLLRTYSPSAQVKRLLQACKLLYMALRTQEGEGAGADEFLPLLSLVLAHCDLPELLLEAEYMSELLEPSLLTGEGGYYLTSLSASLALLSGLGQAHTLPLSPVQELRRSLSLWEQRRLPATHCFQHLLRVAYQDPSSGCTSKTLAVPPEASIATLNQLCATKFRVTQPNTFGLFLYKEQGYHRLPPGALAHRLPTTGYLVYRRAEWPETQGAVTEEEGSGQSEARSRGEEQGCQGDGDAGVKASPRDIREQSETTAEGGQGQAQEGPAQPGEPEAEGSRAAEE
FAS-TE inh: FAS thioesterase (human) inhibition; recombinant FAS-TE, OMFH fluorogenic substrate, fluorescence endpoint; inhibition, % at 15 µM; 360,000 tested, 0.67% active; P49327; AID 602261;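 active = compounds whose normalised, plate-corrected inhibition of enzyme fluorescence in the single-dose primary screen is 50% or more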;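 note: 0% = DMSO with enzyme and 100% = substrate without enzyme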
E coli Lon inh: inhibitors of E. coli Lon protease | P0A9M0 | purified E. coli Lon protease, fluorescence polarization | inhibition, % at 7.94 µM | 360,000 tested, 0.42% active; in the data active = inhibition above about 13%, passing the limit was not always enough;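 note: 0% = enzyme with probe and DMSO and 100% = no enzyme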
Neddyl block: blocks human cullin neddylation | P61081+Q13564 | TR-FRET cullin neddylation, biochemical | calls only at 25 µM | 360,000 tested, 0.58% active; in the data active = inhibition above about 36%
* = called active by the depositor; i = inactive; · = not tested or not shown; + = active, no number. Hits appear at their usual frequency; 4.2% or so of the library scored in one or more.

SMILES	MsrA act	CendR NRP1 mod	SKN-1 block	MT1-MMP act inh	MsrA inh	Rin1 Abl inh	FAS-TE inh	E coli Lon inh	Neddyl block
C=CCOc1ccc(/C=N/NC(C)=O)cc1OCC	-2	7	3	5	1.3	1	-1	-6	i
CC(C)Cn1cnc2c(SCc3ccccc3)nc(N)nc21	-5	-9	-3	3	2.1	5	-9	-16	i
CSc1nc(O)c(C2OC(=O)c3ccccc32)c(=O)[nH]1 (configuration not stated)	-11	-5	-22	-1	-1.1	2	-6	-2	i
CC(=O)Nc1ccc(-c2cc(-c3ccccc3)nc(-c3ccccc3)n2)cc1	-3	-2	-1	-2	0.9	-1	14	-4	i
CC(=O)Nc1ccccc1N(CC(O)Cn1c2ccccc2c2ccccc21)S(=O)(=O)c1ccc(C)cc1 (configuration not stated)	0	-3	17	-34	-0.3	1	31	-7	i
CS(=O)(=O)N1CCCC(C(=O)N2CCOCC2)C1 (configuration not stated)	-2	4	9	-1	0.2	4	-10	-3	i
Cc1ccc2nc(C)c(C(=O)O)cc2c1	-3	4	10	10	-1.5	5	-7	-12	i
COc1cc(/C=N/N2CCN(c3ccc(Cl)cc3)CC2)cc(OC)c1OC(C)=O	2	11	2	6	0.9	1	17	-1	i
O=C(CC1(O)C(=O)Nc2ccccc21)c1ccc(-n2cnnn2)cc1 (configuration not stated)	-1	-2	-1	-1	-0.4	-2	2	-12	i
COc1ccc(NCc2cc3cc(OC)ccc3[nH]c2=O)cc1	-8	-21	-3	-4	1.3	1	-12	2	i
COc1ccccc1N1CCN(S(=O)(=O)c2ccc3c(c2)NC(=O)C(C)C(=O)N3)CC1 (configuration not stated)	0	-7	3	3	-0.8	0	19	-2	i
COc1ccc2[nH]c3c(c2c1)CCN1C(=O)C(CC(=O)NC/C=C(\C)CCC=C(C)C)C[C@H](C(=O)N2CCOCC2)[C@@]31CCC1CCCC1 (some centres not stated)	-9	6	17	-1	-1.6	0	5	-9	i
COc1ccccc1NC(=O)Nc1ccnn1C1CCCCC1	-1	4	5	12	-0.2	2	-5	-4	i
COc1ccc(-c2csc(NC(=S)NC(=O)c3ccccc3)n2)cc1Br	-1	3	5	6	0.1	-2	1	2	i
Cc1oc(-c2ccccc2F)nc1CS(=O)CC(=O)NCc1ccc(F)cc1 (configuration not stated)	0	-2	-13	-3	-0.8	-2	0	6	i
O=C(C1CCC1)N1CCN(S(=O)(=O)c2cccc(F)c2)CC1	-2	-8	2	1	-0.3	0	-6	-9	i
CC1CC(C)CN(c2ncnc3c2cnn3-c2ccc(Cl)cc2)C1 (configuration not stated)	0	-3	3	6	0.8	1	20	-2	i
COc1cc(/C=C/C(=O)OCC(=O)NC(=O)NC(C)C)cc(S(=O)(=O)N2CCc3ccccc32)c1OC	-12	-5	5	4	-1.0	-4	27	-4	i
N#Cc1ccc(OCC(=O)N2CCN(S(=O)(=O)c3cccs3)CC2)cc1	-2	6	2	-5	-0.3	2	0	4	i
CC(C)CC(COCc1ccc([N+](=O)[O-])cc1)N1CCN(C(=O)c2ccc(C(F)(F)F)cc2)CCC1=O (configuration not stated)	2	23*	-1	1	-1.2	3	57*	6	i
Cc1ccc(-c2csc(NC(=S)NC(=O)c3cc4ccccc4o3)n2)cc1	-4	6	-6	1	-0.1	2	-6	-10	i
N#Cc1c(F)cccc1NCCCn1ccnc1	-10	1	-7	1	-0.3	0	-3	9	i
CCCCn1c(N)c(N(CC)C(=O)CSCc2ccc(C)cc2)c(=O)[nH]c1=O	-2	14	21	-3	-1.4	-4	-7	-4	i
O=c1[nH]c(=S)n2c(c1-c1ccccc1)OC(CBr)C2 (configuration not stated)	-2	-8	-2	0	-0.7	3	-11	-4	i
Cc1nc2cc(F)ccc2n1C1CCN(C(=O)c2c(F)cccc2F)CC1	-2	9	1	-1	-0.8	4	-2	-2	+
SMILES	MsrA act	CendR NRP1 mod	SKN-1 block	MT1-MMP act inh	MsrA inh	Rin1 Abl inh	FAS-TE inh	E coli Lon inh	Neddyl block
CC12CN3CC(C)(CN(C1)C3c1ccc([N+](=O)[O-])o1)C2=O (configuration not stated)	-2	6	4	1	0.3	2	-6	3	i
CCOC(=O)c1sc(=NC(=O)c2ccc(C)cc2)n(C)c1C	-4	-6	-5	-2	-0.2	-11	1	-11	i
CC1(C)CC(NC(=O)c2sc3cc(Cl)ccc3c2Cl)CC(C)(C)N1	1	7	5	-2	-0.9	-3	-5	-1	i
NC(=O)CC(NC(=O)c1cccc(Br)c1)c1ccc(N2CCC(Br)CC2)c([N+](=O)[O-])c1 (configuration not stated)	-1	14	9	3	0.3	-2	-2	-11	i
O=c1[nH]c2cc3c(cc2cc1CN(Cc1ccccc1)Cc1nnnn1Cc1ccco1)OCCO3	-3	-111	9	-25	2.5	-1	0	-34	i
O=C(NCCc1ccccc1)C(=O)N/N=C/c1ccc2c(c1)OCO2	-12	12	-14	0	0.0	4	-9	-4	i
COc1ccc(S(=O)(=O)N2CCOCC2)cc1NC(=O)Cn1nnc2ccccc2c1=O	-2	-5	6	2	-0.9	-2	2	-5	i
Cc1ccc(C(=O)N/C(=C\c2ccc3c(c2)OCO3)C(=O)Nc2ccc(C(=O)O)cc2)cc1	-7	1	10	-2	4.6*	3	-2	-5	i
CC(C(=O)Nc1ccccc1-c1ccccc1)N1CCN(C(=O)c2ccccc2)CC1 (configuration not stated)	-3	-14	-10	-3	-1.3	1	3	-6	i
CC(=O)OC(=C(OC(C)=O)c1ccccc1)c1ccccc1	-2	3	25	4	5.8*	0	2	-5	i
Cn1cccc1/C=N/n1c(-c2ccc(Cl)cc2)n[nH]c1=S	-1	0	4	2	2.8	-4	-4	0	i
Cn1ccc(=S)c2ccccc21	-5	8	-4	1	2.3	3	15	-8	i
CCOC(=O)C1=C(N)N(c2ccc(C)cc2)C2=C(C(=O)CCC2)C1c1cccs1 (configuration not stated)	-1	-18	1	-2	3.0	-2	21	1	i
COCCN1Cc2cccc(C(=O)Nc3ccc(C)c(C)c3)c2C1=O	-6	11	2	-5	-1.1	4	3	-8	i
Cc1ccc(S(=O)(=O)NCCCCCCNS(=O)(=O)c2ccc(C)cc2)cc1	1	1	-2	-2	-0.8	0	8	1	i
Cc1ccccc1C(=O)Nc1cccc(C(=O)N/N=C/c2cc(Cl)cc([N+](=O)[O-])c2O)c1	-2	0	10	-6	0.8	-1	28	-1	i
CC1(C(=O)NCc2ccccc2)CSCC(=O)N1CCc1c[nH]c2ccccc12 (configuration not stated)	·	-1	8	3	-0.9	·	·	·	i
COCCNC(=O)CN(C(=O)CCC(=O)Nc1ccccn1)c1ccc(F)c(Cl)c1	-3	5	-5	1	-1.4	-1	-4	-4	i
O=C(Cn1ccc([N+](=O)[O-])n1)NCc1nc2ccccc2[nH]1	-3	-1	-8	2	-1.5	-1	-6	-4	i
Cc1ccc(S(=O)(=O)NCC2(c3ccccc3)CCOCC2)cc1	-5	13	13	-1	1.8	-2	-3	6	i
Cc1ccc(-n2c(=O)[nH]c3ncccc3c2=O)cc1	3	3	-11	2	-0.6	2	-2	-12	i
CNS(=O)(=O)c1cccc(C(=O)OCc2csc(-c3ccccc3)n2)c1	-1	5	6	1	-0.7	4	24	1	i
CCOC(=O)C(NCCc1ccc(F)cc1)(NC(=O)CC)C(F)(F)F (configuration not stated)	-8	4	-8	1	-0.3	-1	-4	3	i
Cn1cc(/C=C/C(=O)N2CCCC(C(=O)c3ccc(C(C)(C)C)cc3)C2)cn1 (configuration not stated)	-3	-5	7	-1	0.6	3	-3	-4	i
CCCNC(=O)C(Cc1ccc(Cl)cc1)NC(=O)c1ccc(-c2ccccc2)cc1 (configuration not stated)	-1	-12	-1	-2	2.2	-1	3	2	i

Overlap with the part before: 6 entries, then new ones.
SMILES	MsrA act	CendR NRP1 mod	SKN-1 block	MT1-MMP act inh	MsrA inh	Rin1 Abl inh	FAS-TE inh	E coli Lon inh	Neddyl block
Cc1ccc(S(=O)(=O)NCC2(c3ccccc3)CCOCC2)cc1	-5	13	13	-1	1.8	-2	-3	6	i
Cc1ccc(-n2c(=O)[nH]c3ncccc3c2=O)cc1	3	3	-11	2	-0.6	2	-2	-12	i
CNS(=O)(=O)c1cccc(C(=O)OCc2csc(-c3ccccc3)n2)c1	-1	5	6	1	-0.7	4	24	1	i
CCOC(=O)C(NCCc1ccc(F)cc1)(NC(=O)CC)C(F)(F)F (configuration not stated)	-8	4	-8	1	-0.3	-1	-4	3	i
Cn1cc(/C=C/C(=O)N2CCCC(C(=O)c3ccc(C(C)(C)C)cc3)C2)cn1 (configuration not stated)	-3	-5	7	-1	0.6	3	-3	-4	i
CCCNC(=O)C(Cc1ccc(Cl)cc1)NC(=O)c1ccc(-c2ccccc2)cc1 (configuration not stated)	-1	-12	-1	-2	2.2	-1	3	2	i
CCc1nnc(SC(C)C(=O)Nc2nccs2)n1C (configuration not stated)	-4	5	3	-3	0.1	-1	-10	-12	i
C#CCOCCOCCOCCNc1nc(N2CCN(C(=O)CCCCCCCCCCNC(=O)[C@H](CO)n3cc(CCCSC)nn3)CC2)nc(N2CCN(C(=O)CCCCCCCCCCNC(=O)[C@H](CCCN=C(N)N)n3cc(C[C@@H](C)CC)nn3)CC2)n1	2	25*	-22	12	·	10	-115	-4	i
O=C(NCc1ccc(Cl)cc1)c1noc2c1CCCC2	-10	-9	6	-4	0.6	0	2	-3	i
Cc1ccc(N=CC2=C(O)CC(c3ccc(Cl)cc3)CC2=O)cc1 (configuration not stated)	-3	4	9	7	0.5	-1	-12	-4	i
CCN(CC)CCN1C(=O)C(=O)/C(=C(/O)c2ccc(OC(C)C)cc2)C1c1cccs1 (configuration not stated)	-3	-5	0	1	1.1	0	2	-5	i
COc1ccc(/C=C2\SC(=S)N(CCCC(=O)N3CCOCC3)C2=O)cc1OC	-13	-20	-5	·	-1.4	-4	1	-11	i
Cc1ccc(S(=O)(=O)N2CCN(c3ccccc3)CC2)cc1C(=O)NC1CCCCC1	-4	-4	-2	-1	1.5	-2	19	3	i
Cc1ccc(S(=O)(=O)Nc2nc(-c3ccc(F)cc3)cs2)cc1	-4	-18	-6	-2	-1.0	0	5	3	i
Cc1cccc(OCC(=O)NCCCNC(=O)c2cccnc2)c1	-4	6	-10	2	-0.5	1	-2	2	i
COCCN(Cc1ccccc1)C(=O)Cc1ccc(OC)c(S(=O)(=O)N2CCOCC2)c1	-1	3	-1	-2	0.9	-1	-8	-6	i
Cc1ccc(C(=O)O)cc1-c1ccc(/C=C2\SC(=O)N(CC(=O)Nc3ccc4c(c3)OCO4)C2=O)o1	-3	-119	-4	1	0.0	4	1	-13	i
Cn1cccc1/C=C1\SC(=Nc2ccccc2)NC1=O	-4	2	0	6	0.2	-1	0	-1	i
Cc1cc(C)n(-c2ccc(Cl)c(C(=O)Nc3ccc(OC(F)(F)F)cc3)n2)n1	-12	0	-4	9	-0.8	-4	-15	2	i
CN(C)CCNC(=O)C(=O)Nc1cc2c3c(c1)CCN3C(=O)CC2	-4	1	-7	-1	0.3	2	-8	0	i
CCOC(=O)c1cnc2ccc(C(=O)OC)cc2c1Nc1cccc(C(=O)O)c1	-2	6	0	8	1.8	-2	-6	4	i
Cc1ccc(C(C)NC(=O)c2cccs2)cc1 (configuration not stated)	-3	18	22	2	-0.4	-2	2	6	i
CC(=O)Nc1ccc(NC(=O)C(C)c2cccc(C(=O)c3ccccc3)c2)cc1 (configuration not stated)	-1	1	0	5	0.6	-1	-1	-3	i
CC(=O)Nc1cccc(-c2ccnc3c2CC(C(=O)NCCC(F)(F)F)O3)c1 (configuration not stated)	0	-14	7	4	0.0	1	-6	10	i
Cc1ccc(CCNC(=O)CSCc2ccc(F)cc2)cc1	-2	6	-3	0	0.6	1	7	6	i

Compound activity from PubChem BioAssay.
